High-throughput results from PubChem.
AHR activator = activators of human aryl hydrocarbon receptor | P35869 | 320,000 tested, 2.5% active | AHR-responsive luciferase reporter cells, luminescence | activation, % at 5 µM | AID 2796; in the data active means activation above about 47%;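 further: 0% = vehicle wells and 100% = reference agonist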
proCasp7 act = activates human procaspase-7, counter-screen for procaspase-3 activators; P55210; recombinant procaspase-7, Ac-DEVD-pNA absorbance 405 nm; D23A/D198A/D206A triple mutant, cannot self-cleave; scale: DMSO 0, 5 µM enzyme 100; AID 463210; activation, % at 8.5 µM; 330,000 tested, 0.093% active;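 active means percent activation above the screen-wide mean plus 3 SD, cut at about 25% in these data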
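Assay system: Uncleavable procaspase-7 mutant enzyme / Input: 2 µM procaspase-7 mutant as dispensed / Dosing: single nominal 8.5 µM compound dose, 0.8% DMSO final / Timing: 1 h enzyme–compound preincubation and 2 h substrate reaction, both 25 °C / Detection: p-Nitroaniline absorbance at 405 nm, read at 0 and 120 min / Replication: singlicate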
RPL19A TOR yeast = modulators of TOR pathway RPL19A-GFP in S. cerevisiae; 330,000 tested, 0.3% active; percent response vs DMSO, % at 10 µM; AID 2025; S. cerevisiae RPL19A-GFP strain, flow cytometry, 3 h; active compounds read low;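 active means percent response vs DMSO below 50%; inconclusive means fewer than 70 events counted for the yeast strain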;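 further: median channel GFP fluorescence of the barcoded RPL19A-GFP strain; ratio of sample median GFP to plate DMSO average so 100% = DMSO; lower means less RPL19A-GFP as with rapamycin TOR inhibition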
MEP2 TOR yeast = yeast TOR pathway MEP2-GFP modulation; AID 2016; 330,000 tested, 0.51% active; S. cerevisiae MEP2-GFP strain, flow cytometry GFP, 3 h; 100% = DMSO control level; GFP response vs DMSO, % at 10 µM;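 active means GFP response versus DMSO above a set limit, roughly screen mean plus 3 SD, cut at about 180% in these data; inconclusive means fewer than 70 cells counted for a yeast strain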;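 further: median GFP fluorescence of the barcode-gated MEP2-GFP cells per well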
proCasp3 act = procaspase-3 (human) activation | P42574 | recombinant procaspase-3 D3A, Ac-DEVD-pNA absorbance 405 nm | activation, % at 8.5 µM | 330,000 tested, 0.11% active;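 active means activation above the mean of all tested compounds plus 3 SD, cut at about 21% in these data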;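 further: 0% = DMSO alone and 100% = DMSO wells spiked with extra 5 µM PC-3 D3A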
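System: Procaspase-3 D3A mutant. Medium: Zinc-free 300 mM NaCl, 50 mM HEPES, 0.01% Triton X-100. Schedule: 1 h preincubation plus 2 h reaction at 25 °C. Measured by: 405 nm absorbance of p-nitroaniline, reads at 0 and 120 min. Read-out: percent activation relative to control range.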
LAP4-GFP MLPCN = alters LAP4-GFP fluorescence in TOR pathway yeast screen; S. cerevisiae LAP4-GFP multiplex, flow cytometry GFP, 3 h; median GFP as percent of DMSO wells; GFP response vs DMSO, % at 10 µM; 320,000 tested, 0.34% active;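 active means GFP response vs DMSO above a set limit, about the screen mean plus 3 SD, cut at about 150% in these data; inconclusive means under 70 cell events counted for the yeast strain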
EBNA-1 inh = blocks EBNA-1 binding to DNA; 300,000 tested, 0.34% active; EBNA-1 DNA binding, fluorescence polarization; inhibition, % at 14.8 µM; in the data active means inhibition above about 28%
ZTA DNA inh = ZTA (EBV) inhibition in EBNA-1 counter-screen. P03206. ZTA-DNA binding, fluorescence polarization. inhibition, % at 11 µM. 320,000 tested, 0.15% active. AID 2234; in the data active means inhibition above about 33%
Numbers without * were called inactive; u = inconclusive; x = not tested or not shown; [ ] = another dose, or the depositor's remark. Hits appear at their usual frequency; overall some 3.8% were active at least once.

SMILES	AHR activator	proCasp7 act	RPL19A TOR yeast	MEP2 TOR yeast	proCasp3 act	LAP4-GFP MLPCN	EBNA-1 inh	ZTA DNA inh
COc1ccc(N2CCN(CCCNC(=O)C3(S(=O)(=O)c4ccc(Cl)cc4)CC3)CC2)cc1	-2	-6	96	103	3	92	9	-2
CC1(C)CC(=O)C(C=NCC2CCN(C(=S)Nc3ccccc3)CC2)=C(O)C1	1	3	98	96	-4	126	6	-16
CCCc1c(C(=O)Nc2ccc(C(F)(F)F)cc2)cnn1-c1ccccc1	110*	1	103	99	-3	112	10	8
CCN1C(=O)NC(c2cc(Br)ccc2OC)C(C(=O)OC)=C1C (stereo unspecified)	5	-1	94	116	0	104	10	12
COc1cc(CO)ccc1OCc1nnnn1-c1ccc(C)cc1	4	-4	u	107[may fluoresce red]	-4	105[may fluoresce red]	6	12
CN(C)c1cccc(C(=O)Nc2nnc(Cc3ccccc3)s2)c1	54*	-4	101	107	0	94	-8	-5
COc1ccccc1NS(=O)(=O)c1cc(C(=O)NCCN2CCOCC2)ccc1Cl	-3	-3	94	95	-7	90	5	-7
O=C(CNc1cccc(C(F)(F)F)c1)N/N=C/c1cn(-c2ccccc2)nc1-c1ccccc1	8	6	106	107	5	107	15	15
N#CC[C@H](Cc1ccccc1)N1CC[C@@H](NC(=O)OCc2ccccc2)CCC1=O	1	7	92	92	2	127	2	-18
CCOC(=O)N1CCN(C(=O)c2cn(C)c3ccc(S(=O)(=O)N4CCC(C)CC4)cc3c2=O)CC1	2	-1	102	100	1	96	-5	13
N=C1C2=C3Sc4ccccc4N3CCCC2=NN1c1cccc(S(=O)(=O)O)c1	2	-3	102	97	0	101	10	1
CC1CN(S(=O)(=O)c2cccc(C(=O)OCC(=O)Nc3ccc4c(c3)OCO4)c2)CC(C)O1 (stereo unspecified)	0	6	101	98	-5	93	7	-3
Clc1ccc(OCc2nnc(SCc3nnc(-c4ccccc4)o3)o2)c(Cl)c1	1	6	102	116	-1	107	-8	-14
Cc1cc(C)n2nc(SCCCC(=O)c3ccc(F)cc3)nc2n1	1	3	103	98	8	108	2	8
Nc1ccc(C(CC(=O)O)n2cccc2)cc1 (stereo unspecified)	2	9	97	94	3	93	5	4
COc1cc(NCc2ccccc2)c2ncn(C(C)C)c2c1	6	-5	95	100	-3	107	x	-10
COCc1cc(C)nc2sc(C(=O)N3CCCC3)c(N)c12	76*	3	103	105	2	96	4	-5
Cc1ccc(C(C)C)c(OCCCN(C)Cc2ccccc2)c1	0	-3	107	106	-9	89	-9	-11
Cc1ccc(N2C(=O)[C@@H]3C(C(=O)CCN4C(=O)c5ccccc5C4=O)=NN[C@@H]3C2=O)cc1	-3	10	103	98	-1	96	2	8
Cc1cc(C)c2c(C(C)(C)C)nn(-c3ccccc3)c2n1	0	3	104	107	2	114	4	-3
CCCCNC(=O)c1c(C)cc(=O)oc1C	1	12	103	107	4	106	1	-6
CC(C)CN1CCC(=O)N([C@H](CSc2ccccc2)Cc2ccccc2)CC1	1	-2	93	96	0	103	3	0
O=C(Nc1ccccc1)C1=C[C@H](c2coc3ccccc3c2=O)C[C@H](OCc2ccc(CO)cc2)O1	4	7	102	107	1	98	-6	-5
O=C(Nc1cccc(NC(=O)c2ccc(Br)cc2)c1)c1ccccc1	3	-4	102	105	9	107	28*	5
CCOC(=O)C1CCCN(C(=O)COc2ccc(S(=O)(=O)N3CCOCC3)cc2)C1 (stereo unspecified)	0	-5	90	88	1	84	x	x
CC(O)C(=O)N/N=C/c1cccc(Cl)c1Cl (stereo unspecified)	8	-1	98	99	1	94	-10	-11
CCCN(Cc1cc2ccc(C)cc2[nH]c1=O)S(=O)(=O)c1ccccc1	0	6	79	96	-7	147	-5	2
COc1cccc(N2CCN(C(=O)c3cccc(NC4=NC5CS(=O)(=O)CC5S4)c3)CC2)c1 (stereo unspecified)	2	5	98	102	11	93	12	-17
O=C(NCc1cccnc1)[C@@H]1CC=C[C@@H]2CCN(Cc3ccccc3)C(=O)[C@@H]21	2	-2	102	93	1	122	2	-16
CC(=O)NC1C(=O)N=C(SCC(=O)Nc2sc3c(c2C#N)CCCCCC3)NC1=O (stereo unspecified)	3	5	96	96	3	95	-5	-7
CC(=O)N1CCN(C(=O)COC(=O)COc2ccc(C#N)cc2)CC1	0	4	99	93	3	104	-2	2
CCOC(=O)C1CCN(S(=O)(=O)c2ccc(Cl)cc2OC)CC1	0	-10	103	101	-4	109	11	5
c1ccc(Cn2c(CNc3nc4ccccc4n3CCN3CCOCC3)nc3ccccc32)cc1	-5	4	x	94	-1	96	16	10
CC(=O)N1CCc2cc(S(=O)(=O)NCC(=O)NCc3ccc(F)cc3)ccc21	1	6	100	106	0	106	2	-1
CCOC(=O)CNC(=S)n1cnc(N)n1	0	-6	98	97	-4	92	-13	-10
O=C(CCCOc1ccccc1)NCCc1nc2ccccc2[nH]1	2	3	97	92	3	91	10	5
CCOc1cc(NC(=S)NCC2CCCO2)c(OCC)cc1NC(=O)c1ccccc1 (stereo unspecified)	10	0	102	95	11	102	13	9
CC(=O)Nc1nonc1-c1nc2ccccc2n1CCC(C)C	4	-2	105	104	8	91	0	-4
CN(C)S(=O)(=O)NCc1ccc2c(c1)OCO2	-1	2	101	108	11	102	-5	3
CCN1C(=O)NC(c2cccnc2)C(C(=O)OC)=C1C (stereo unspecified)	1	-11	101	104	0	102	-1	-7
COc1ccc2nc(NC(=O)CCN3C(=S)NC(C)(C)CC3C)sc2c1 (stereo unspecified)	7	-3	101	102	-4	98	-5	9
COc1ccc(N2C(=O)CC(NCc3cccs3)C2=O)cc1 (stereo unspecified)	2	-34	92	95	-24	86	-4	2
CCC(C)c1ccc(NC(=O)Nc2cccnc2)cc1 (stereo unspecified)	79*	2	98[may fluoresce green]	89[may fluoresce green]	-1	98[may fluoresce green]	-1	-5
O=C(CSc1nnc(Cc2ccccc2)o1)Nc1ccc(Br)cn1	4	5	99	94	-2	93	-5	8
O=c1[nH]c(=S)[nH]c2[nH]c(=S)[nH]c12	0	-23	114	107	-23	119	4	-14
COc1ccc(/C=N/NC(=O)C(=O)N2CCCC2)cc1	1	2	103	100	4	99	13	12
CCN(CC)C(=S)Nc1ccc(Cl)c(Cl)c1	1	-10	100	101	6	90	1	-19
Nc1ccc(S(=O)(=O)Nc2ccnn2-c2ccccc2)cc1	-1	0	101	103	-6	101	5	8
CNC(=O)c1cc2cccc(OC)c2oc1=O	2	0	92	97	-2	95	12	1
Cc1cc(=O)n2ccccc2c1C#N	0	-1	104	110	-2	92	1	6
CCCN1CCN(S(=O)(=O)c2ccc(-n3cnnn3)cc2)CC1	1	-5	102	104	3	111	0	5
CCn1ncc(CN2CCCC(C(=O)Nc3cccc(-c4cc5ccccc5[nH]4)c3)C2)c1C (stereo unspecified)	19	0	106	91	-1	88	-16	14
Cc1ccc(N=CC=C2OC(C)(C)C(C)(C)O2)c(C)c1	6	4	100	110	4	98	-4	16
O=C(OCN1C(=O)c2ccccc2C1=O)C1CCCCC1	1	-4	102	93	-3	91	-5	-3
O=C(N/N=C/c1ccc([N+](=O)[O-])o1)C(O)c1ccccc1 (stereo unspecified)	0	-4	99	91	-6	105	16	5
Cc1ccc(NC(=O)N2CCC(C(=O)NCc3ccccc3)CC2)cc1	-2	2	103	106	7	105	7	8
O=C(c1cc(=O)[nH]c2ccccc12)N1CC=C(c2ccccc2)CC1	6	7	101	107	-3	96	-1	-10
COc1ccc(CNC(=O)CN(C)S(=O)(=O)c2ccc3c(c2)OCCO3)cc1OC	-1	-4	100	108	3	98	x	5
Cc1ccnc(NC(=O)Nc2cccc(F)c2)c1	30	-2	104	105	5	115	12	10
CC(C)(C)NC(=O)NC(=O)COC(=O)c1cc(=O)[nH]c2ccccc12	8	-1	100	110	0	104	6	6

The results go on.
SMILES	AHR activator	proCasp7 act	RPL19A TOR yeast	MEP2 TOR yeast	proCasp3 act	LAP4-GFP MLPCN	EBNA-1 inh	ZTA DNA inh
COc1ccc(OC)c(Nc2nc(-c3sc(C)nc3C)cs2)c1	34	2	95	104	4	106	1	-6
Cc1ccc(C)c(NC(=O)CCC(=O)N/N=C/c2cc([N+](=O)[O-])ccc2O)c1	0	-17	94	94	4	96	3	7
CCOC(=O)CN1C(=O)NC2NC(=O)NC21 (stereo unspecified)	2	1	101	105	9	99	1	11
CCCS(=O)(=O)NCCc1cc2ccc(OC)cc2[nH]c1=O	4	-9	99	92	5	99	-7	5
CCOC(=O)c1c(-c2ccc(C)o2)csc1NC(=O)CN1CCCCC1	15	-46	102	100	-21	126	-11	-19
CCc1ccc(Nc2n[n+](-c3ccccc3)c(-c3ccc(OC)c(Br)c3)s2)cc1	22	-2	95	96	-4	95	10	-13
COC(CNC(=O)C(C)n1nc(C)c2ccccc21)OC (stereo unspecified)	0	8	93	94	4	96	4	15
CCN(CC)c1ccc(NC(=O)COc2ccccc2C)cc1S(=O)(=O)Nc1ccccc1OC	5	-12	102	95	-13	100	0	10
CCCNC(=O)C1CCN(S(=O)(=O)c2cccs2)CC1	-1	-4	97	99	6	94	0	4
O=C(CCn1cnnn1)Nc1ccc(F)cc1	-9	-7	101	104	-5	91	-13	-10
COc1cccc(-c2nn3c(-c4cccc(C)c4)nnc3s2)c1	2	-4	95	89	2	93	-16	-12
Cc1cccc(NC(=S)N2CCC(NC(=O)c3cccc(F)c3)CC2)c1	0	-5	106	109	1	106	8	11

Grouped by structure: the entries above containing a Cl atom.
SMILES	AHR activator	proCasp7 act	RPL19A TOR yeast	MEP2 TOR yeast	proCasp3 act	LAP4-GFP MLPCN	EBNA-1 inh	ZTA DNA inh
COc1ccc(N2CCN(CCCNC(=O)C3(S(=O)(=O)c4ccc(Cl)cc4)CC3)CC2)cc1	-2	-6	96	103	3	92	9	-2
COc1ccccc1NS(=O)(=O)c1cc(C(=O)NCCN2CCOCC2)ccc1Cl	-3	-3	94	95	-7	90	5	-7
Clc1ccc(OCc2nnc(SCc3nnc(-c4ccccc4)o3)o2)c(Cl)c1	1	6	102	116	-1	107	-8	-14
CC(O)C(=O)N/N=C/c1cccc(Cl)c1Cl (stereo unspecified)	8	-1	98	99	1	94	-10	-11
CCOC(=O)C1CCN(S(=O)(=O)c2ccc(Cl)cc2OC)CC1	0	-10	103	101	-4	109	11	5
CCN(CC)C(=S)Nc1ccc(Cl)c(Cl)c1	1	-10	100	101	6	90	1	-19

(listing goes on)
SMILES	AHR activator	proCasp7 act	RPL19A TOR yeast	MEP2 TOR yeast	proCasp3 act	LAP4-GFP MLPCN	EBNA-1 inh	ZTA DNA inh
CCc1cccc(C)c1NC(=O)c1ccccc1	5	-8	102	95	-4	97	13	12
COc1ccc(CN2CCC(CNS(=O)(=O)c3cccc(C(F)(F)F)c3)CC2)cc1	-4	14	103	100	-4	94	-3	9
CCOc1ccc(C2C3=C(CCCC3=O)OC(N)=C2[N+](=O)[O-])cc1 (stereo unspecified)	-1	-3	111	113	-2	x	16	-1
O=C(Nc1nnc(S(=O)(=O)N2CCCCCC2)s1)c1ccc(Br)cc1	0	16	97	97	1	99	-3	-13
CCc1cccc(CC)c1N(COC)C(=O)Cn1cnc2ccccc21	0	8	100	101	2	106	-10	-4
O=C(CCc1ccc(S(=O)(=O)NCc2ccccc2)cc1)NCc1ccco1	-2	5	103	105	-6	102	6	4
Cc1cc(C)n(-c2nc3c(c(=O)n(C)c(=O)n3C)n2C)n1	8	4	92	95	6	87	-11	-1
